# ST2 inh: inhibitors of human ST2 (IL1RL1) binding to IL-33; inhibition, % for hits at 17 µM; 78,000 tested, 2.3% active; Q01638; AID 1259354; AlphaLISA ST2-Fc/biotin-IL-33 interaction, 1 h; in the data active = inhibition above about 30%; inconclusive = mostly about 10% to 28%
# Target sequence (Q01638 whole entry, looked up): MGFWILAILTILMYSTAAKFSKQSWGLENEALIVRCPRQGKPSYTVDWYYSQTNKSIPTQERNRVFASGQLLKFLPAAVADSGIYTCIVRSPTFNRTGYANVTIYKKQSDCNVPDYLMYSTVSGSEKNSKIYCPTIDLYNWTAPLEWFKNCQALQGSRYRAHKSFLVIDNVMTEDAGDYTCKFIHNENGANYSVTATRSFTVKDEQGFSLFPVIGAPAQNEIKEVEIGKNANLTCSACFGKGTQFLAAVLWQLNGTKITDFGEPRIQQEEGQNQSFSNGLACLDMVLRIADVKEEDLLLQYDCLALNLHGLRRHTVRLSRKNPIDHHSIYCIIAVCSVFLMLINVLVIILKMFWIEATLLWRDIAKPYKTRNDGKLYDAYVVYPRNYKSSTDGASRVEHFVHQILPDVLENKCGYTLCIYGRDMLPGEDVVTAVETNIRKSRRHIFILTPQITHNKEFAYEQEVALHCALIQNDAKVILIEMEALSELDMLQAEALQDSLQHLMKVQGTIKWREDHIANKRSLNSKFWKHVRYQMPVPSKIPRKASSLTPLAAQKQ
# * = called active by the depositor; i = inactive; ? = inconclusive. These rows are one share of the data; count on the stated rates, not on these rows.
O=C(NCCCNc1ccc([N+](=O)[O-])c2cccnc12)c1cc(F)c(F)cc1Cl
  ST2 inh: ?

Cn1nc(-c2cccs2)cc1[C@H]1CN2CC[C@H]1C[C@@H]2CNC(=O)N1CCOCC1
  ST2 inh: i

Cc1cc(N2CCN(C)CC2)c2[nH]c3ccccc3c2c1
  ST2 inh: i

CC(C)NC(=O)NC[C@H]1C[C@@H]2CCN1C[C@@H]2CN1C[C@@H]2C[C@H](C1)c1cccc(=O)n1C2
  ST2 inh: i

CN1Cc2c(ccc3c2OCO3)[C@@H]2[C@H]1c1cc3c(cc1C[C@@H]2O)OCO3
  ST2 inh: i

Cc1c(C(=O)N2CCC3(CC2)OCCO3)oc2ccc(S(=O)(=O)N(C)C3CCCCC3)cc12
  ST2 inh: i

COc1cccc(CC(C)NCc2nn(C)c3ccc(C)cc23)c1 (stereo not given)
  ST2 inh: i

Cc1cccc(N2CCN(Cc3cccc(Cl)c3)CC2)c1C
  ST2 inh: ?

O=C1NCN(c2ccccc2)C12CCN(CC1COc3ccccc3O1)CC2 (stereo not given)
  ST2 inh: i

CN(C)c1ccc(C(=O)NC[C@H]2C[C@@H]3CCN2C[C@@H]3c2cc(-c3ccccc3)nn2C)cc1
  ST2 inh: i

COc1cccc([C@@H]2CCN(C/C=C/c3ccco3)C[C@H]2O)c1
  ST2 inh: i

O=[N+]([O-])c1cccc(CN2CC=C(c3ccc(F)cc3)CC2)c1
  ST2 inh: 35%*

CN1CCN(c2ccc([N+](=O)[O-])c(N3CCOCC3)c2)CC1
  ST2 inh: i

CCCS(=O)(=O)Nc1ccc(=O)n2c1[C@@H]1C[C@@H](CN(C3CCN(C(C)=O)CC3)C1)C2
  ST2 inh: i

Cc1nc(-c2cccs2)cc([C@H]2CN3CC[C@H]2C[C@@H]3COC(=O)Nc2ccc(C(C)C)cc2)n1
  ST2 inh: i

# Filtered by structure, the compounds so far containing a Cl atom (two)
O=C(NCCCNc1ccc([N+](=O)[O-])c2cccnc12)c1cc(F)c(F)cc1Cl
  ST2 inh: ?

Cc1cccc(N2CCN(Cc3cccc(Cl)c3)CC2)c1C
  ST2 inh: ?

# Returning to the listing, repeating the 2 entries before the break.
CCCS(=O)(=O)Nc1ccc(=O)n2c1[C@@H]1C[C@@H](CN(C3CCN(C(C)=O)CC3)C1)C2
  ST2 inh: i

Cc1nc(-c2cccs2)cc([C@H]2CN3CC[C@H]2C[C@@H]3COC(=O)Nc2ccc(C(C)C)cc2)n1
  ST2 inh: i

CN1CCN(Cc2ccc(F)c(Br)c2)CC1
  ST2 inh: i

Cc1cccc(-n2c(Cc3cccc([N+](=O)[O-])c3)nc3ccccc3c2=O)c1
  ST2 inh: ?

COCc1cn(C[C@H]2CC3CCN2C[C@@H]3C(=O)Nc2ccccc2)nn1 (stereo not given in full)
  ST2 inh: i

C=CCN(C)C(=O)[C@H]1CN2CCC1C[C@@H]2Cn1cc(CO)nn1 (stereo not given in full)
  ST2 inh: i

Nc1nnc(N)n1N
  ST2 inh: i

O=[N+]([O-])c1ccccc1CN1CCN(c2ccccc2Cl)CC1
  ST2 inh: ?

COc1cccc([C@@H]2CN(c3ccncc3)[C@@H]3C4CCN(CC4)[C@@H]32)c1
  ST2 inh: i

C=CC/C=C\C/C=C\CCCCCCCc1cc(O)cc(O)c1
  ST2 inh: ?

# Three entries from above, sorted by formula weight, highest first.
O=[N+]([O-])c1ccccc1CN1CCN(c2ccccc2Cl)CC1
  ST2 inh: ?

CN1CCN(Cc2ccc(F)c(Br)c2)CC1
  ST2 inh: i

Nc1nnc(N)n1N
  ST2 inh: i

# From PubChem BioAssay
